# HP1b chromo inh – HTS for Inhibitors of HP1-beta Chromodomain Interactions with Methylated Histone Tails | Chromobox protein homolog 1 (Homo sapiens), P83916 | AlphaScreen HP1-beta / biotin-H3K9me3 peptide binding | Potency, µM (titrated, usually from 114 µM), inactives show at the highest dose activity change, negative = inhibition, most hits filed as inhibitors | actives 0.56% (n = 390,000) | AID 540317, 2011; note: potency is the fitted concentration of half-maximal effect; nearly all actives have a fitted effect of over 70% in size; inactives centre near 23
# Target sequence (P83916 whole entry, looked up): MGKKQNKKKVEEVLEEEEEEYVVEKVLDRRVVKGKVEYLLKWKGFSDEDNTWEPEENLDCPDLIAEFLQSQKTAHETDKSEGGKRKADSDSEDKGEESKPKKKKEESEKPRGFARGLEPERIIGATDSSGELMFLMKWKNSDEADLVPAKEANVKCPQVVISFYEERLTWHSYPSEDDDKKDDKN
#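 Compound inhibition of the preformed complex between 50 nM HP1-beta and 50 nM biotinylated H3K9me3 peptide was read by AlphaScreen. Buffer was PBS pH 7.4 with 0.01% Tween-20. Incubations ran 30 min at room temperature, with 10 ug/mL donor/acceptor beads.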
# PI4K2A block – qHTS for small molecular inhibitors of PI4K2A; Phosphatidylinositol 4-kinase type 2-alpha (Homo sapiens), Q9BTU6; purified PI4K2A, ADP-Glo luminescence, 1 h; hits give low values; activity change, negative = inhibition, % at 76.9 µM; actives 0.13% (n = 420,000); AID 1346378, 2018; in the data active = activity change below about -50%; inconclusive = mostly about -30% to -49%;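 note: -100% = wells without enzyme as full effect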
#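 PI4K2A activity was measured by ADP-Glo luminescence: enzyme (4 ug/mL stock) and phosphatidylinositol (1.2 mM stock) in Tris pH 7.5/MgCl2/EGTA/Triton X-100 buffer were reacted with ATP (300 microM stock) for one hour at ambient temperature.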
# GLS inhibitor – qHTS for Inhibitors of Glutaminase (GLS); GLS enzymatic activity, qHTS titration; Glutaminase kidney isoform, mitochondrial (Homo sapiens), O94925; Potency, µM (top dose mostly 45.5 µM), for the others: top-dose activity change, negative = inhibition, most hits filed as inhibitors; AID 624170, 2012; actives 0.21% (n = 410,000); note: potency is the fitted concentration of half-maximal effect; % is set by controls: 0 for no effect and ±100 for the full control effect
#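 hKGA in 45 mM KH2PO4 (pH 8.2), 0.02% Tween-20 with compound, then 1mM L-Glutamine (stock as added) plus glutamate oxidase/HRP/Amplex red coupling mix. Fluorescence read initially and after 30 min at RT; signal change reflects glutamate formation.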
# Pin1 inhibitor – qHTS Assay to Find Inhibitors of Pin1; Peptidyl-prolyl cis-trans isomerase NIMA-interacting 1 (Homo sapiens), Q13526; Pin1 FP peptide displacement, HiFluor488, 10 min; Potency, µM (top dose mostly 115 µM), for the others: top-dose activity, negative = inhibition, most hits filed as inhibitors; actives 0.009% (n = 390,000); active = well fitted inhibition curve with a large enough effect in the polarisation, with a control signal flat, not every such curve was filed as active; inconclusive = small, poorly fitted or top-dose-only effect, or effect the other way, or a change in a side signal; inactive = no such curve, though single readings can be large or run the other way; the % refers to the polarisation; note: potency is the fitted concentration of half-maximal effect; % is set by controls: 0 for no effect and ±100 for the full control effect
# Target sequence (Q13526 whole entry, looked up): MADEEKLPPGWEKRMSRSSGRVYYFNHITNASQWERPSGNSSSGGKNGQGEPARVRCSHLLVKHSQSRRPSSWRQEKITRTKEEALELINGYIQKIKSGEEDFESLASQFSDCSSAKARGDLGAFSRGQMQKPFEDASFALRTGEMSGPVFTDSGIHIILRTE
# PGK inhibitor – qHTS Assay to Find Inhibitors of Phosphoglycerate Kinase; Phosphoglycerate kinase, glycosomal (Trypanosoma brucei brucei), P07378; PGK/GAPDH coupled, Kinase-Glo luminescence, 60 min; Potency, µM (highest dose often 57.5 µM), for inactives: top-dose activity change, negative = inhibition, hits mostly inhibitors; actives 0.043% (n = 380,000); AID 602233, 2012; note: potency is the fitted concentration of half-maximal effect; % is set by controls: 0 for no effect and ±100 for the full control effect; nearly all actives have a fitted effect of over 60% in size
# Target sequence (P07378 whole entry, looked up): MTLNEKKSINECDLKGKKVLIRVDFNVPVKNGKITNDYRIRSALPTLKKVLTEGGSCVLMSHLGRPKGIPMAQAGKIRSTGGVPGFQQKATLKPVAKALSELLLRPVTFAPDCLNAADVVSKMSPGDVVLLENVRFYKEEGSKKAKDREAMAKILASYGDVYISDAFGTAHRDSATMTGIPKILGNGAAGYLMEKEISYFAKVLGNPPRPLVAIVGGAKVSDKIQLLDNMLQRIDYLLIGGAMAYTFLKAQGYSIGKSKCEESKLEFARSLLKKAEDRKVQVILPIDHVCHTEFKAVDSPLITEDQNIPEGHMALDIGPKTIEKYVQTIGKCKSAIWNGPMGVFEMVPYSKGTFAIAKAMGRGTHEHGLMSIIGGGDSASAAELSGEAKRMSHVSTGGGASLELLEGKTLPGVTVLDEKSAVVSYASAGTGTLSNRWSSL
#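 Luminescent ATP detection (Kinase-Glo Plus) follows a 60-minute room-temperature incubation, with wells lacking PGK as controls. Buffer: 100 mM TEA (pH 7.6), 5 mM MgCl2, 0.01% Tween-20. Coupling enzyme GAPDH (100 nM final) supplies unstable 1,3-BPG in-well.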
# BAZ2B block – qHTS Assay for Inhibitors of BAZ2B; AlphaScreen BAZ2B-H3K14Ac peptide displacement; Potency, µM (doses to about 114 µM), for inactives: top-dose activity change, negative = inhibition, actives largely listed as inhibitors; actives 4.4% (n = 360,000); note: potency is the fitted concentration of half-maximal effect; % is set by controls: 0 for no effect and ±100 for the full control effect; nearly all actives have a fitted effect of over 60% in size
#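 Multi-concentration screen (max 110 uM) measuring displacement of acetylated histone H3 peptide from BAZ2B by AlphaScreen, using 50 nM protein, 50 nM peptide and 10 ug/mL streptavidin donor plus Ni-chelate acceptor beads.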
# G9a block – qHTS Assay for Inhibitors of Histone Lysine Methyltransferase G9a | actives 8.8% (n = 350,000) | Potency, µM (top dose mostly 102 µM), for inactives: at the highest dose activity, negative = inhibition, actives largely listed as inhibitors | G9a H3K9 monomethylation, AlphaScreen, 2 h | Histone-lysine N-methyltransferase EHMT2 (Homo sapiens), Q96KQ7; note: potency is the fitted concentration of half-maximal effect; % is set by controls: 0 for no effect and ±100 for the full control effect; nearly all actives have a fitted effect of over 75% in size
# Target sequence (Q96KQ7 913-1193 limits assumed): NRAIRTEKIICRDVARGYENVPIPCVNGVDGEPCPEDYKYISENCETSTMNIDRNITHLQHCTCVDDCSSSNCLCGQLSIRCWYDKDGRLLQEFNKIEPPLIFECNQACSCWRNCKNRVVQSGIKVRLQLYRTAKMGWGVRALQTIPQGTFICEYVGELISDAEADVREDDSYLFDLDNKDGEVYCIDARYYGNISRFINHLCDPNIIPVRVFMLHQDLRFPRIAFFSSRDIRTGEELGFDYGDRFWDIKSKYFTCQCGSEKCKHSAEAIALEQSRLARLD
#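 G9a (20 nM) was preincubated 15 min with compound, then reacted 2 h at room temperature with 500 nM biotin-H3K9 peptide and 20 µM SAM. Monomethyl-H3K9 detected by AlphaScreen using anti-H3K9me1 antibody.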
# JMJD2A Tudor – qHTS Assay for Inhibitors of JMJD2A-Tudor Domain; Potency, µM (doses to about 114 µM), inactives show top-dose activity change, negative = inhibition, hits mostly inhibitors; AlphaScreen JMJD2A-Tudor / H3K4me3 peptide binding; actives 4.4% (n = 390,000); AID 504339, 2011; note: potency is the fitted concentration of half-maximal effect; % is set by controls: 0 for no effect and ±100 for the full control effect; nearly all actives have a fitted effect of over 50% in size
# ERG Ets-DNA blk – qHTS for Small Molecule Inhibitors of the ERG Ets/DNA interaction. fluorescence polarization, His-ERG Ets domain / labelled DNA. Potency, µM (highest dose often 76.9 µM), for the others: at the top dose FP activity, negative = inhibition, actives largely listed as inhibitors. actives 0.028% (n = 370,000). AID 624246, 2012; active = well fitted inhibition curve with a large enough effect in the polarisation, with a control signal flat; inconclusive = small, poorly fitted or top-dose-only effect, or effect the other way, or a change in a side signal; inactive = no such curve, though single readings can be large or run the other way; the % refers to the polarisation;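 note: polarization taken with two DNA probes labelled with fluorescein and Texas red; potency is the fitted concentration of half-maximal effect; % of control where 0% means no effect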
#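 His-tagged ERG Ets domain (1 uM in the protein solution; 300mM KCl, 50mM Tris-HCl, 1mM EDTA, 1mM DTT, pH 7.5) received compound, then a probe mix of 5 nM fluorescein-DNA and 100nM Texas-615-DNA. Fluorescence polarization was read for both dyes.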
# An asterisk follows results filed as active; i = inactive; ? = inconclusive; . = no result given; & = joins results of further samples; [ ] = dose if it differs, or a comment. Unless noted, calls come from the whole dose curve; as a rule, active = well fitted curve in the direction sought with a large enough effect; inconclusive = small, poorly fitted or top-dose-only effect, or another doubt; inactive = no such curve, though single readings can be large; an effect the other way counts as inactive or inconclusive.
SMILES,HP1b chromo inh,PI4K2A block,GLS inhibitor,Pin1 inhibitor,PGK inhibitor,BAZ2B block,G9a block,JMJD2A Tudor,ERG Ets-DNA blk
Cc1cc(C(=O)Nn2cnnc2)ccc1[N+](=O)[O-],30%,-1,-11%,0%,-6%,-26%,6%,2%,8%
CC(=O)C1=C(C)NC2=C(C(=O)c3ccccc32)C1c1ccccc1 (stereo not drawn),?,-10,26%,-20%,0%,?,?,?,-3%
Cn1cc(P(=S)(N2CCOCC2)N2CCOCC2)cc1P(=S)(N1CCOCC1)N1CCOCC1,3%,4,5%,2%,7%,-9%,45µM*,1%,3%
CCC1(c2ccc(F)cc2)NC(=O)N(CC(=O)N2CCN(S(=O)(=O)c3ccc(C)cc3)CC2)C1=O (stereo not drawn),5%,2,2%,-2%,5%,7%,3%[0.501 µM],-16%,-8%
COC(CN1C(=O)C(=O)/C(=C(/O)c2ccccc2)C1c1ccccn1)OC (stereo not drawn),31%,0,-1%,6%,.,-36%,50µM*,-1%,9%
COc1ccccc1N1CCN(c2nc3c(C)cccn3c(=O)c2C=O)CC1,-2%,49,24%,7%,-8%,-44%,-41%,?,-4%
O=C(CCSc1ccccc1)NCCSCc1ccco1,13%,-4,13%,-11%,-7%,5%,9%,-20%[57.1 µM],3%
COC(=O)c1nc[nH]c1C(=O)OC,-6%,2,0%,0%,-9%,-1%,9%,-14%,10%
Cc1cccc(CNc2ncnc3ccc(-c4ccccc4Cl)cc23)c1,34%,-6,5%,-1%,-6%,-4%&-10%,1%[12.7 µM],-19%,.
CCn1cc(/C=C/C(=O)NCc2c(C)nn(C)c2C)cn1,?,-1,-1%,-8%,-5%,2%,5%[59 µM],-15%,-7%
O=C(CN1CCN(S(=O)(=O)c2ccc(Br)cc2)CC1)N/N=C/c1ccc(Cl)c([N+](=O)[O-])c1,11%,4,-8%,6%,i,-5%,?,-21%,1%
Cc1ccsc1C(=O)OCC(=O)NC1CCCC(C)C1C (stereo not drawn),44%[activator],2,2%,8%,4%,.,.,1%,0%
COc1ccc2c(c1)c1c(c(=O)n(-c3ccc(OC)c(OC)c3)c(=O)n1Cc1ccc(C)cc1)n2C,20%,2,10%,0%,-2%,-6%,-25%[59 µM],-9%,-4%
CC(Oc1ccc2ccccc2c1)C(=O)NNC(=S)NC(=O)c1ccco1 (stereo not drawn),-25%,6,10%,-5%,i,-22%,20µM*,?,-4%
COc1ccc(/C=N/Nc2ncnc3sc(C)c(C)c23)cc1,-33%,-4,?,-2%,i,?,-10%[59 µM],?,13%
COc1c(-c2ccc([N+](=O)[O-])cc2[N+](=O)[O-])c(=O)n(C)c(=O)n1C,54%[activator],-11,-22%,-10%,-8%,-23%,0%[2.33 µM],-17%,20%
CCCN=C1CC(C)(C)CC(=O)/C1=C(/O)CCC,36%,1,4%,-10%,-1%,6%,-4%[0.501 µM],-2%,-3%
COC(=O)Cn1c(=NC(=O)c2ccc(S(=O)(=O)N3CCOCC3)cc2)sc2cc(S(N)(=O)=O)ccc21,21%,0,5%,0%,-6%,-12%,-7%,-22%,9%
COc1ccc(CNc2ccc(Br)cc2)cc1,81%[activator],-2,10%,3%,6%,5%,129%[activator],41%[activator],-6%
O=C(COC(=O)Cc1ccc(F)cc1)NC1CCCCCC1,15%,-2,-1%,2%,-9%,8%,-1%,-2%,-15%
Cc1ccc(-c2noc(C3CCCN(C(=O)c4ccccc4)C3)n2)o1 (stereo not drawn),26%,2,-4%,3%,-1%,-23%,?,-16%,-1%
CCN(CC)CCn1c2c(c(SCC(=O)Nc3cccc4ccccc34)nc1=O)CCC2,4%,-2,4%,-1%,-3%,2%,?,-12%,-1%
C=CCN1C(=O)[C@@H]2Cc3c([nH]c4ccccc34)C(c3ccc(O)cc3)N2C1=S (stereo partly drawn),3%,4,-4%,?,0%,?,45µM*,?,7%
COC(=O)C1=C(C(=O)OC)[C@@H]2N(C)c3ccccc3[C@@]23C[C@@H](CO)N=C3N1,26%,0,22%,-1%,7%,.,.,-8%,0%
O=C(CSC1CS(=O)(=O)c2cc([N+](=O)[O-])ccc21)NNC(=O)c1ccc(Cl)cc1 (stereo not drawn),30%,16,-7%,-7%,-2%,-5%,.,-7%,-19%
COC(=O)c1ccc(COC(=O)c2cc3ccccc3oc2=O)cc1,39%,3,12%,-8%,0%,8%,-4%,-11%,2%
O=S(=O)(NCc1ccc(F)cc1)c1ccc2[nH]c3c(c2c1)CCCCC3,?,0,3%,6%,-2%,-26%[57.1 µM],8.9µM*,45µM*,-4%
Cc1cccc(OCCC(=O)Nc2ccccc2C(N)=O)c1,20%,17,-2%,-14%,0%,-11%,13%,5%,-4%
O=C(CCCN1C(=O)C2C3C=CC(C3)C2C1=O)N1CCN(c2ccccc2)CC1 (stereo not drawn),19%,3,26%,0%,-6%,2%,2%[0.0925 µM],10%,1%
CCOC(=O)N1CCN(S(=O)(=O)c2ccc(OCC(=O)OC)c(Cl)c2)CC1,4%,11,6%,-5%,-6%,23%,-23%[0.0925 µM],-10%,-6%
CC12CCC(C(=O)N(CC(=O)O)C1=O)C2(C)C (stereo not drawn),23%,6,19%,1%,-6%,-12%,2%,-7%,1%
NC(=O)c1ncc(C(F)(F)F)cc1Oc1cccc(F)c1,36%,-3,-5%,7%,-8%,-1%,?,-7%,-14%
CCc1ccccc1NC(=O)COC(=O)c1cccs1,5%,0,0%,3%,-8%,9%,16%[59 µM],-8%,5%
CC(C)Cc1nnc(NC(=O)CCC(=O)NC2CCCc3ccccc32)s1 (stereo not drawn),23%,-4,3%,8%,i,-20%,-3%[59 µM],-12%,-8%
CC/C(=N\NC(=O)CSCc1ccccc1Cl)c1ccc2c(c1)OCCO2,55%[activator],5,6%,4%,-1%,-8%,-3%[59 µM],4%[57.1 µM],-1%
COc1ccc(S(=O)(=O)CCC(=O)N2CCN(c3ccc([N+](=O)[O-])cc3)CC2)cc1,-2%,8,3%,5%,-2%,-14%[57.1 µM],17%,-23%,-10%

# Rewritten as tab-separated lines: part of the list above
mol	HP1b chromo inh	PI4K2A block	GLS inhibitor	Pin1 inhibitor	PGK inhibitor	BAZ2B block	G9a block	JMJD2A Tudor	ERG Ets-DNA blk
O=C(CCCN1C(=O)C2C3C=CC(C3)C2C1=O)N1CCN(c2ccccc2)CC1 (stereo not drawn)	19%	3	26%	0%	-6%	2%	2%[0.0925 µM]	10%	1%
CCOC(=O)N1CCN(S(=O)(=O)c2ccc(OCC(=O)OC)c(Cl)c2)CC1	4%	11	6%	-5%	-6%	23%	-23%[0.0925 µM]	-10%	-6%
CC12CCC(C(=O)N(CC(=O)O)C1=O)C2(C)C (stereo not drawn)	23%	6	19%	1%	-6%	-12%	2%	-7%	1%
NC(=O)c1ncc(C(F)(F)F)cc1Oc1cccc(F)c1	36%	-3	-5%	7%	-8%	-1%	?	-7%	-14%
CCc1ccccc1NC(=O)COC(=O)c1cccs1	5%	0	0%	3%	-8%	9%	16%[59 µM]	-8%	5%
CC(C)Cc1nnc(NC(=O)CCC(=O)NC2CCCc3ccccc32)s1 (stereo not drawn)	23%	-4	3%	8%	i	-20%	-3%[59 µM]	-12%	-8%
CC/C(=N\NC(=O)CSCc1ccccc1Cl)c1ccc2c(c1)OCCO2	55%[activator]	5	6%	4%	-1%	-8%	-3%[59 µM]	4%[57.1 µM]	-1%
COc1ccc(S(=O)(=O)CCC(=O)N2CCN(c3ccc([N+](=O)[O-])cc3)CC2)cc1	-2%	8	3%	5%	-2%	-14%[57.1 µM]	17%	-23%	-10%

# Next results.
SMILES,HP1b chromo inh,PI4K2A block,GLS inhibitor,Pin1 inhibitor,PGK inhibitor,BAZ2B block,G9a block,JMJD2A Tudor,ERG Ets-DNA blk
O=C(NCCc1ccc(Cl)cc1)C1CCC(CNc2nc(=S)[nH]c3ccccc23)CC1 (stereo not drawn),25%,5,5%,8%,2%,1%,53%[activator],-4%,12%
COCCC(=O)Nc1ccc2c(c1)CN(C(=O)CSC)CC2,40%[activator],1,0%,-9%,3%,-7%,-20%,-3%,-4%
CC(=O)c1ccc(N2CCN(CC(=O)N(C3CC3)C3CCS(=O)(=O)C3)CC2)c(F)c1 (stereo not drawn),28%,4,-11%,-2%,-1%,8%,28%[12.7 µM],3%,11%
O=c1[nH]c(=S)[nH]cc1Oc1ccc(Cl)cc1Cl,42%[activator],0,0%,2%,-2%,-4%,-11%,-8%,-5%

# Assay outcomes (PubChem)

# No enrichment for hits. About 11% of those tested had a hit in this group.
